# Screening results from PubChem BioAssay.
# VIM-2 inhibitor – inhibitors of Pseudomonas aeruginosa VIM-2 metallo-beta-lactamase | purified VIM-2, nitrocefin hydrolysis, epi-absorbance fluorescence | inhibition, % at 5.6 µM | actives 0.89% (n = 290,000);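 active = inhibition above the mean of all tested compounds plus 3 SD, cutoff set per screening run, cut at about 7.5% in these data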;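 note: red hydrolysis product quenches plate fluorescence so inhibitors raise well fluorescence; 0% = enzyme with DMSO and 100% = DMSO without enzyme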
# IDE inh – inhibitors of human insulin-degrading enzyme in cells | P14735 | inhibition, % at 5.59 µM | HEK cells, FAbetaB cleavage, fluorescence polarization | actives 0.41% (n = 320,000);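 active = percent inhibition above the average of all tested compounds plus 3 SD, set per screening campaign, cut at about 16% in these data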;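 note: IDE supplied by intact live HEK cells; FP after avidin binding of uncleaved biotin substrate so inhibition keeps polarization high; 0% = DMSO wells and 100% = 60 µM reference IDE inhibitor Ii1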
# HCV NS3 hel inh – inhibitors of Hepatitis C virus NS3 helicase; NS3 helicase DNA unwinding, Cy5 molecular beacon fluorescence; actives 0.56% (n = 290,000); inhibition, % at 10.9 µM;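 active = inhibition above the mean of all tested compounds plus 3 SD, set per campaign, cut at about 35% in these data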;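 note: 0% = DMSO wells and 100% = thioflavine S control wells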
#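 Measured by: Cy5 fluorescence, 0 and 60 min reads / Assay system: NS3 helicase fragment of HCV / Control set: low DMSO, high thioflavine S at 110 µM / Times: 1 h reaction at 25 °C, ATP-initiated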
# CRFBP-R2 block – antagonists of CRF-binding protein/CRF-R2 receptor complex | HEK293 CRF-R2/CRF-BP, CRF-induced calcium fluorescence | AID 588475 | actives 0.59% (n = 350,000) | inhibition, % at 11.8 µM;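 active = inhibition of the ligand-induced calcium signal above about 50% at the single tested concentration, limit read from the data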
# p-CIP stab down – lowers stability of the mouse p/CIP coactivator protein | actives 0.01% (n = 290,000) | F442A p/CIP-EGFP cells, EGFP fluorescence, 16 h | decrease of EGFP signal, % at 10 µM | Q05BA5;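 active = EGFP signal decrease of at least 30% at 10 µM or well 3 SD below plate mean, unless failing retest; inactive = the rest, including hits failing retest or dose response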; note: some compounds called inactive have numbers as strong as hits; many of its hits are not listed in these tables
# SUMO HTRF inh – inhibitors of human SUMOylation (UBC9); P63279; HTRF SUMOylation assay, SAE1/SAE2 + UBC9, in vitro; inhibition, % at 35 µM; actives 0.36% (n = 290,000); AID 2006; in the data active = inhibition above about 50%, passing the limit was not always enough; note: strong numbers were not always called active
# Target sequence (P63279 whole entry, looked up): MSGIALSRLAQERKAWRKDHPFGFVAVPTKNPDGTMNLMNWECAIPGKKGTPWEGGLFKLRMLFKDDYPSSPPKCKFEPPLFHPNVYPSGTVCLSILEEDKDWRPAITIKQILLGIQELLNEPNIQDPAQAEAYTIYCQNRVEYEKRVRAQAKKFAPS
# GalR3 antagonist – blocks the human galanin receptor 3; HEK293 GalR3-CNG cAMP membrane potential fluorescence; galR3 body fused to GalR1 C-terminus; inhibition, % at 3 µM; actives 0.44% (n = 360,000);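 active = inhibition above the screen-wide average plus 3 SD, cut at about 13% in these data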;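 note: forskolin and galanin both at EC90 stimulate the cells; cAMP rise reported by CNG channel membrane potential dye signal; 0% = forskolin plus galanin with DMSO and 100% = forskolin alone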
# Target sequence (O60755 1-299 limits assumed): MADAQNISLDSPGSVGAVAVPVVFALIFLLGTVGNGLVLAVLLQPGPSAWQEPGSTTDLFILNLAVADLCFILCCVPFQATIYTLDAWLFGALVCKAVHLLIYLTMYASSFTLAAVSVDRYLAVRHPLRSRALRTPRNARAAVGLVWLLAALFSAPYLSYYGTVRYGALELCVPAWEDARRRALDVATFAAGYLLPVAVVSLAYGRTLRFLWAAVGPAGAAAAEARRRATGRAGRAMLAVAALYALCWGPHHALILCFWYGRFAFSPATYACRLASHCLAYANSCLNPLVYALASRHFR
# IDE act – IDE (human) activation, cell-based; P14735; HEK cells, FAbeta-B cleavage, fluorescence polarization; 0% vehicle, 100% cell-free pure enzyme wells; activation, % at 5.96 µM; actives 0.073% (n = 340,000); AID 493087;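 active = activation above the mean of all tested compounds plus 3 SD, set per screening campaign, cut at about 17% in these data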
# IMP-1 inhibitor – inhibitors of Pseudomonas aeruginosa IMP-1 metallo-beta-lactamase | inhibition, % at 5.6 µM | AID 1556 | purified IMP-1, nitrocefin hydrolysis, epi-absorbance fluorescence | actives 0.45% (n = 290,000);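 active = inhibition above the mean plus 3 SD of all compounds in the same screening run, cut at about 4.5% in these data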;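 note: 0% = IMP-1 with DMSO and 100% = DMSO wells lacking enzyme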
#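 Test system: recombinant IMP-1 enzyme, purified / Medium: HEPES buffer pH 7.1 with ZnSO4 and Brij 35 / Doses: single dose, 5.6 µM / Times: 25 °C, 15 min preincubation, 25 min reaction / Detection: Epi-absorbance via hydrolysed-nitrocefin quenching of white-plate fluorescence, 480/530 nm, EDTA stop / Evaluation: percent inhibition from optical density relative to buffer-blank wells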
# * marks the source's active call; other numbers are inactive results; . = not tested or not shown.
SMILES,VIM-2 inhibitor,IDE inh,HCV NS3 hel inh,CRFBP-R2 block,p-CIP stab down,SUMO HTRF inh,GalR3 antagonist,IDE act,IMP-1 inhibitor
Cc1cc(=O)[nH]c(SCC(=O)N2CC3(C)CC2CC(C)(C)C3)n1 (stereo unspecified),.,1.6,.,9.8,.,.,-0.1,8.4,.
COc1cccc(/C=N/NC(=S)Nc2cccnc2)c1,-2.6,7.9,5.8,3.7,2.2,0.0,-3.0,3.2,-2.8
COc1cc(/C=C2/C(=O)NN(c3ccc(Cl)c(Cl)c3)C2=O)cc([N+](=O)[O-])c1O,-6.9,2.5,-20.2,7.7,-6.9,12.6,-10.0,-0.1,-6.0
COc1ccc(C(=O)Nn2c(SCC(=O)NCc3ccco3)nc3ccccc3c2=O)cc1,-1.2,6.6,-1.1,-14.5,-3.6,0.0,-3.8,-6.4,-0.9
CN1CCN(C(=S)c2ccc(Br)cc2)CC1,-4.2,3.5,0.8,4.2,-3.2,1.5,-3.4,0.6,-3.4
Cc1ccc(NC(=O)CN(C)Cc2cc(=O)n3ccsc3n2)cc1,-3.6,-3.0,-3.4,-7.1,-0.3,-7.8,-4.6,-1.2,-2.6
Cc1cc(=O)[nH]c(SCC(=O)NCCC2=CCCCC2)n1,-1.4,-2.2,-2.3,4.9,-5.5,-4.1,1.4,-0.1,-1.6
O=C(c1cccc(F)c1)N1CCCC(C(=O)N2CCCC2)C1 (stereo unspecified),-1.3,-3.9,2.5,3.5,-9.2,-4.2,-3.3,4.1,-2.2
CC(C)OCCCNC(=O)C1CCN(S(=O)(=O)c2ccc3nc4c(c(C(=O)O)c3c2)CCCCC4)CC1,-0.6,-2.5,-2.4,-4.5,0.5,-6.0,-9.1,3.9,-1.0
CCc1nnc(NC(=O)C2CCCN(c3nc4ccccc4s3)C2)s1 (stereo unspecified),-0.8,-3.0,-1.1,-56.7,-4.2,-4.2,-0.6,3.4,-1.3
CC(C)c1ccc(OCC(O)CN2CCCC2)cc1 (stereo unspecified),-0.9,.,-4.0,-5.2,-2.5,13.8,-4.5,4.5,-0.9
Cc1ccn2c(C(=O)CSc3ccccc3)c(C)nc2c1,-1.1,5.3,-1.5,-4.4,-5.2,12.9,-3.7,-7.9,-2.4
CCC(=O)Nc1cccc(NC(=O)c2ccccc2Br)c1,-1.9,-0.8,-0.7,16.7,0.7,6.9,4.5,-0.4,-3.2
COc1cc(/C=N/NC(=O)c2c(-c3c(Cl)cccc3Cl)noc2C)ccc1OCC(N)=O,-2.1,.,4.5,7.0,1.1,-10.1,-0.6,3.7,-0.1
Cc1cc(C)cc(NC(=O)Cn2c(SCc3cc(C)ccc3C)nc3ccncc32)c1,-1.3,.,-61.7,.,-1.8,4.4,.,.,-1.4
C=CCNc1nc2ccccc2nc1NS(=O)(=O)c1ccc(F)cc1,-2.2,3.2,19.4,-10.7,-4.0,10.3,-9.9,2.8,-1.3
Cc1ccc(C2=NS(=O)(=O)N(C)C(C(=O)Nc3ccc(F)cc3F)=C2)cc1,-0.5,3.3,-3.4,-8.7,0.9,11.1,.,-1.2,-2.1
COC(=O)c1sc(N)c(C(=O)OC)c1Cn1ncc(Cl)c(Cl)c1=O,-2.3,1.7,4.7,5.8,-4.0,47.9,-6.1,2.2,-2.5
COCCSc1ccccc1C(=O)Nc1cccnc1,-3.9,3.0,11.2,7.2,-2.5,18.2,1.7,-8.4,-2.5
COc1ccccc1N1CCN(CCCNC(=O)Nc2ccccc2C)CC1,-6.2,4.0,-3.3,-5.5,-2.9,-18.2,1.7,-2.6,-1.1
O=C(Nc1ccc(Cl)cc1)c1ccc2snnc2c1,-0.5,-5.8,0.1,25.3,8.9,9.0,.,3.4,-2.2
COc1ccc(-n2c(O)c(/C=N/NS(=O)(=O)c3ccc(C)cc3)c3ccccc3c2=O)cc1OC,-3.0,5.5,7.1,-153.8,-43.4,8.3,-9.4,-31.9,-0.9
O=C(NCc1ccncc1)C(F)(F)C(F)(F)C(=O)NCc1ccncc1,-4.2,8.4,3.1,18.6,7.6,-5.3,-3.5,5.1,-5.0
CC(=O)Nc1ccc(NC(=O)CCN2C(=O)C3CC=CCC3C2=O)cc1 (stereo unspecified),.,-3.5,.,4.4,.,.,-4.0,0.5,.
O=C(Nc1ccccc1N1CCOCC1)c1cc(F)cc(F)c1,3.0,1.1,1.0,-7.4,1.3,3.1,-3.6,-1.0,-3.4
O=C(O)c1cccnc1SCC(=O)N1CCCCCC1,-2.3,-2.1,-2.8,0.9,-2.5,2.8,-4.4,1.4,-2.8
Cc1nc2cc(NC(=O)CS(=O)(=O)c3ccc(F)cc3)ccc2s1,.,1.8,.,-18.0,.,.,0.5,2.7,.
CC[C@H](C)[C@@H](NC(=O)O[C@@H]1C(=O)c2cc(OC)ccc2O[C@H]1c1ccc(OC)c(Br)c1)C(=O)OC,-3.6,1.2,-9.0,1.9,-4.7,-4.8,.,2.2,-4.2
CC(=O)C1C(=O)C=C(c2ccco2)CC1c1ccccc1 (stereo unspecified),-1.2,-2.0,21.0,26.5,-5.9,52.7,-3.1,-3.8,-1.8
CCOC(=O)c1c(N)n(CC(C)NC(=O)C2CC2)c2nc3ccccc3nc12 (stereo unspecified),3.6,.,2.2,.,3.3,27.4,.,.,-1.1
COc1ccc(C(=O)O/N=C/c2ccc(S(=O)c3ccc(Cl)cc3)nc2)cc1 (stereo unspecified),-7.5,5.1,-1.2,2.2,8.9,10.5,0.7,-2.6,-1.5
COc1ccc(C(C(=O)NC(C)(C)C)N(C(=O)CCC(=O)Nc2cc(C)on2)c2c(C)cccc2C)cc1 (stereo unspecified),-1.2,0.5,-13.7,-15.1,-0.4,-2.9,-8.9,2.9,-0.5
COc1ccc2nc3oc(C(=O)N4CC(C)CC(C)C4)cc3cc2c1 (stereo unspecified),-1.6,1.4,3.0,14.8,6.0,11.8,.,5.3,-5.4
Cc1ccc2[nH]c(CN3CCC(CO)(CC4CCCCO4)CC3)c(C)c2c1 (stereo unspecified),-0.6,1.9,-18.5,-57.6,-11.5,5.5,-9.2,7.3,0.3
CC(CCc1ccccc1)NC(=O)c1nnc(Cc2ccc(Cl)cc2)o1 (stereo unspecified),-4.1,0.5,-7.2,-1.9,-5.0,-15.6,-1.4,1.0,-4.1
O=C(Nc1ccc(C(F)(F)F)cc1)C1=NN(C2CCS(=O)(=O)C2)C(=O)CC1 (stereo unspecified),.,0.8,.,8.8,.,.,-7.0,0.1,.

# Reformatted: entries from further up.
smiles | VIM-2 inhibitor | IDE inh | HCV NS3 hel inh | CRFBP-R2 block | p-CIP stab down | SUMO HTRF inh | GalR3 antagonist | IDE act | IMP-1 inhibitor
COc1ccc(C(=O)O/N=C/c2ccc(S(=O)c3ccc(Cl)cc3)nc2)cc1 (stereo unspecified) | -7.5 | 5.1 | -1.2 | 2.2 | 8.9 | 10.5 | 0.7 | -2.6 | -1.5
CC(=O)C1C(=O)C=C(c2ccco2)CC1c1ccccc1 (stereo unspecified) | -1.2 | -2.0 | 21.0 | 26.5 | -5.9 | 52.7 | -3.1 | -3.8 | -1.8

# (next part)
SMILES,VIM-2 inhibitor,IDE inh,HCV NS3 hel inh,CRFBP-R2 block,p-CIP stab down,SUMO HTRF inh,GalR3 antagonist,IDE act,IMP-1 inhibitor
O=C(CN1C(=O)NC2(CCCCC2)C1=O)NC1CCCc2ccccc21 (stereo unspecified),-1.0,5.3,-0.7,12.2,-5.0,-8.8,-5.5,3.9,-3.3
NC(=O)NC(=O)CSc1nnc(-c2ccc(Cl)cc2)n1CC1CCCO1 (stereo unspecified),-0.6,2.5,-0.6,-1.5,20.5,6.5,-4.1,0.1,-0.4
N#Cc1ccsc1NC(=O)C1CC(=O)N(Cc2ccccc2)C1 (stereo unspecified),.,-2.9,.,20.9,.,.,-3.9,2.5,.
O=C(NCS(=O)(=O)c1ccccc1)c1ccccc1,-1.8,1.6,7.6,5.1,7.4,14.5,-2.3,-2.3,-3.9
COc1ccc(N(CC(=O)NC2CCCC2)C(=O)CS(=O)CC(=O)Nc2ccc3c(c2)OCO3)cc1 (stereo unspecified),-5.3,-2.0,2.6,-1.9,0.3,-4.7,1.8,1.2,-2.5
O=C(CSc1nnc(CCCN2C(=O)c3cccc4cccc(c34)C2=O)n1-c1ccccc1)NCCCN1CCOCC1,-3.4,4.9,-38.8,11.2,-2.3,18.1,0.4,-3.1,-3.0
O=C(CN1C(=O)CNC1=O)Nc1cc(Cl)cc(Cl)c1,.,-0.8,.,-13.4,.,.,-4.8,3.0,.
O=C(CCC(=O)Nc1cccc([N+](=O)[O-])c1)N/N=C/c1cccs1,2.4,.,6.8,-5.8,2.6,-3.1,-1.9,6.9,-0.7
COc1ccc(S(=O)(=O)n2ccc(-c3ccc4c(c3)CCC(C)(C)O4)n2)cc1,-2.3,4.8,-8.0,5.5,6.2,-17.1,-5.6,.,-2.2
COc1ccc(-c2noc(CN(C)C(=O)c3ccco3)n2)cc1,-3.3,2.4,-4.2,10.1,-8.2,4.9,3.4,-0.6,-2.9
Cc1ccc(CN2CCN(/N=C/c3ccc(C)s3)CC2)c(C)c1,1.3,9.9,0.6,-10.3,-12.6,-12.8,3.2,-5.2,-0.8
O=C(Nc1cccc(Cl)c1)N(Cc1nc2ccccc2c(=O)[nH]1)C1CCCC1,-1.9,-2.4,0.9,-17.7,-1.5,13.3,2.4,2.8,-4.1
O=C(c1ccc2c(c1)OCO2)N1CCN(C(=O)c2ccco2)CC1,-1.8,-1.8,-11.7,13.0,-1.0,13.2,-3.5,4.3,-3.0
Cc1cc([N+](=O)[O-])nn1CCCC(=O)NCc1ccc(F)cc1,-7.7,1.3,1.5,-8.7,-7.2,12.7,-5.2,6.3,-4.7
COc1ccc(-c2nn(-c3ccccc3)cc2C(=O)O)cc1,5.6,0.4,16.4,4.4,-12.8,16.7,0.5,3.1,-0.6
Cc1ccc(C)c(S(=O)(=O)N2CCCCC2CCNC(=O)C(=O)NC2CCCC2)c1 (stereo unspecified),.,0.2,.,-1.1,.,.,-5.4,3.2,.
COc1ccc(S(=O)(=O)N2CCN(CCC(=O)Nc3ccccc3F)CC2)cc1,-3.4,7.0,-4.9,15.4,5.3,-3.1,-6.8,0.3,-2.0
O=C(Nc1ccccc1Br)c1c(F)cccc1Cl,-3.4,-0.6,3.8,-1.4,-36.4,-3.1,0.2,4.3,-4.5
Cc1nn(CC(=O)NCC2CCCO2)c(=O)c2cc3ccccc3n12 (stereo unspecified),1.8,-6.5,-1.8,0.9,7.9,-0.8,-1.5,5.8,1.0
O=C(CCN1CCOCC1)Nc1cc(C(=O)Nc2ccc(Cl)cc2)ccc1N1CC2CC(C1)c1cccc(=O)n1C2 (stereo unspecified),-0.9,1.6,-14.4,-5.8,-1.4,3.7,-0.8,-4.0,-5.5
CC(SCc1ccccc1)C(=O)Nc1ccc(F)cc1 (stereo unspecified),0.8,0.8,5.8,10.9,-3.9,6.7,0.1,4.8,-1.0
O=C(/C=C/c1ccc(Cl)cc1)c1cccnc1,-3.4,4.2,-0.9,-51.2,-1.3,8.1,9.2,-9.7,-2.7
